Source: PubChem (Broad Institute)
EWS-Fli inh: EWS/Fli-driven NR0B1 reporter inhibitors, primary screen, A673 cells, NR0B1 luciferase, luminescence, MLPCN library; viability-normalised; inhibition, % at 12.6 µM; hit rate 0.67% among 350,000;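 active = mean inhibition of at least 50% after viability correction, with every replicate also passing that limit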;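 note: firefly luciferase signal divided by Alamar Blue viability fluorescence both relative to DMSO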
PAX8 inh HTS: inhibitors of PAX8-driven TPO luciferase reporter, primary screen, RMG-I cells, single concentration; AID 652154, 2013; hit rate 1.2% among 360,000; SteadyGlo, 24 h; inhibition, % at 12.6 µM;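 active = mean replicate inhibition at least 60% with every replicate also reaching 60%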;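 note: luciferase light reporting Pax8 driven TPO promoter activity; plate controls were median of neutral control wells for no effect and mitoxantrone controls for full effect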
miR-122 sensor: miR-122 Renilla sensor signal increase in Huh7, primary screen, miR-122 inhibitor project, cell-based, single point, plate reader; Huh7 miR-122 Renilla luciferase sensor, 48 h; neutral wells = 0, positive control = 100; activation (reporter increase), % at 12.5 µM; hit rate 0.3% among 340,000; AID 602342, 2012;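 active = mean replicate activation score at least 90 and every replicate individually at or above 90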;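 note: higher luciferase means less miR-122 activity so hits act as miR-122 inhibitors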
Cneo AK release: Cryptococcus neoformans cell lysis inducers, primary screen, AK release luminescence, single concentration; C. neoformans lysis, adenylate kinase release luminescence, 4 h; normalised: neutral wells 0, clomiphene wells 100; lysis activity, % at 15 µM; hit rate 0.2% among 360,000; AID 651654, 2012;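 active = mean lysis activity across replicates of at least 80%, whatever share of replicates individually reach that level; inactive = mean lysis activity below 80%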
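Material – log-phase Cryptococcus neoformans yeast cells · Input – 5 × 10^6 yeast cells/mL · Medium – fresh YPD growth medium · Doses – single compound concentration per well · Timing – static 4 h at 37 °C with compound, 1 h detection · Detection – adenylate kinase release luminescence · Read-out – signal increase indicating cell lysis · Control set – Clomiphene as positive lysis control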
FN deposition inh: inhibitors of fibronectin matrix deposition, primary screen, AH1F cells, Alexa488-fibronectin fluorescence, plate reader | hit rate 0.086% among 350,000 | AH1F fibroblasts, overnight | AID 743247, 2014 | inhibition, % at 12.6 µM;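 active = mean inhibition across replicates of 30% or more, regardless of how many single replicates reach that level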;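 note: positive control wells lacked labelled fibronectin entirely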
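Material: AH1F fibroblast monolayer depositing Alexa488-labelled fibronectin into matrix / Amount: 10000 AH1F cells per well / Signal: fluorescence 485/525 nm / Medium: DMEM, 2% serum / Compound: single dose, pinned / Incubation: 1 h cell adhesion before compound, then overnight fibronectin incubation / Reagent: Alexa488-FN, 24 nM final / Read-out: inhibition of fibronectin deposition signal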
PGC1a acetyl inh: inhibitors of PGC1a acetylation signal, primary screen, cell-based, U2OS, AlphaScreen, inhibitor mode. AlphaScreen anti-acetyl-lysine; with virally co-expressed GCN5 acetyltransferase. inhibition, % at 15.6 µM. hit rate 0.17% among 350,000;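 active = every replicate shows inhibition of at least 40%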;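 note: 0% = neutral control wells and 100% = positive control wells; some results beyond the cut were filed as inactive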
LGR2 antag: inhibitors of bursicon-induced LGR2 CRE-luciferase signal, primary screen, cell-based, HEK293, CRE-luciferase reporter, bursicon stimulation; Drosophila bursicon receptor LGR2 (rickets); bursicon-stimulated, 4 h; AID 720647, 2013; hit rate 0.35% among 380,000; inhibition, % at 9.99 µM;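 active = drop in luminescence signal, shown as inhibition above about 50% in the replicate tests, limit read from the data, passing the limit was not always enough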;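 note: agonist challenge used bursicon conditioned medium at about half maximal strength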
Casp6 inh: human caspase-6 inhibitors, primary screen, biochemical, VEID-R110 fluorescence, single point, set 2. inhibition, % at 12.5 µM. hit rate 0.53% among 350,000. AID 686996, 2013. purified caspase-6, Z-VEID-R110 cleavage fluorescence. P55212;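 active = mean inhibition across replicates at least about 35%, with every replicate also reaching that limit, limit read from the data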;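 note: 0% = median of neutral control wells and 100% = no fluorescence left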
Target sequence (P55212 24-179 limits assumed): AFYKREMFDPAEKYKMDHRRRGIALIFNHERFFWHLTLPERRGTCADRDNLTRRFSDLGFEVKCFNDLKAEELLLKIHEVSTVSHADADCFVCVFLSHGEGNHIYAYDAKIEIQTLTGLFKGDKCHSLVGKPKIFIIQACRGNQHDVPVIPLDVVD
Target sequence (P55212 194-293 limits assumed): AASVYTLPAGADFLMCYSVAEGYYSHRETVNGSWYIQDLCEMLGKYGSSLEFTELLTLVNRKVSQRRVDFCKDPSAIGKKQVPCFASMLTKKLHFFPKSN
Starred values were filed as active, the others as inactive; · = not tested or not shown; & = joins results of further samples; [ ] = dose if it differs, or a comment.

canonical_smiles	EWS-Fli inh	PAX8 inh HTS	miR-122 sensor	Cneo AK release	FN deposition inh	PGC1a acetyl inh	LGR2 antag	Casp6 inh
O=C(C[C@@H]1CC[C@@H]2[C@H](COC[C@H](O)CN2CC2CC2)O1)NCC1CC1	2	-19	0[16.7 µM]	6	-4	-1	9	0
COc1ccc(NC(=O)C2=C(C)NC(=O)NC2c2ccccc2[N+](=O)[O-])cc1 (configuration not stated)	-1	-2	-7	-5	2	8	-2	4
Cc1ccc(C)c(N2CCN(C(=O)C3CCCN(S(=O)(=O)c4c(C)noc4C)C3)CC2)c1 (configuration not stated)	16	16	5	2	2	1	10	-3
CCSC1=C(C#N)C2(CCCCC2)C2=C(CC(C)(C)CC2=O)N1	6	-17	-2	·	0	-10	15	1
Cc1ccc(S(=O)(=O)N2CCCCC2)cc1NC(=O)c1cncc(Br)c1	1	22	1	·	-6	·	13	4
Cc1ccc(N2C(S)=C(C#N)C(=O)NC2c2ccco2)cc1 (configuration not stated)	5	8	·	·	3	1	-34	2
CCO[C@H]1OC(C(=O)NCc2nc3ccccc3[nH]2)=C[C@@H](c2ccc(C(F)(F)F)cc2)[C@@H]1CCCO	6&1	7&23	-11	0&-3	-1	10	-13	4&-2
N#CCCN(C(=O)COc1ccc(Br)cc1F)c1ccc(F)cc1	7	19	·	·	-24	·	10	2
CC(=O)Nc1ccc(NC(=O)COC(=O)c2ccco2)cc1	3	1	·	·	-2	·	-1	-3
COc1cccc(CN(C(=O)COc2ccc(Cl)cc2)C2CCS(=O)(=O)C2)c1 (configuration not stated)	·	28	2	11	-2	-17	-4	-2
Cc1cc(NC(=O)c2cccc(N3C(=O)CCC3=O)c2)no1	·	·	-5	-2	3	-6	7	·
Cc1ccc(N=C2NC(=O)c3cc([N+](=O)[O-])ccc32)cc1	·	-40	-3	-5	-6	-6	-20	·
Cc1ccc(CN2CCC(C(=O)c3ccc(F)cc3)CC2)cc1	2	2	0	1	-2	-2	·	0
O=C(COC(=O)c1cc(S(=O)(=O)N2CCCCC2)ccc1N1CCOCC1)c1ccc(F)cc1	-1	-4	·	·	-2	·	-20	2
CC1=C(C(=O)N(C(C)C)C(C)C)CC(CC(=O)NC2CCCCC2)C(=O)N1Cc1ccc(F)cc1 (configuration not stated)	6	-5	2	-1	2	-1	-8	-3
COc1ccc(NC(=O)Nc2ccc3c(c2)C(=O)N([C@H](C)CO)C[C@@H](C)[C@@H](CN(C)S(=O)(=O)c2ccc(Cl)cc2)O3)cc1	6	·	78[16.7 µM]	-3	·	-4	14	-1
Cc1ccc2[nH]c(=O)c3cc(C(=O)NC(C)C)sc3c2c1	1	-14	·	·	-11	·	2	4
Cc1oc(-c2cccc(C(F)(F)F)c2)nc1CN1CCN(c2ccccn2)CC1	7	11	-4	-6	·	20	0	-3
CCN(C(=O)COC(=O)C1CC1C)c1c(N)n(Cc2ccccc2)c(=O)[nH]c1=O (configuration not stated)	1	5	1	1	-2	6	3	5
COC(=O)CNC(=O)C(Cc1ccccc1)NS(=O)(=O)c1ccc2c(c1)c(=O)n(C)c(=O)n2C (configuration not stated)	-4	6	·	·	-15	-1	-7	-2
COc1ccc(NC(=O)CSc2nnnn2C2CC3C=CC2C3)cc1 (configuration not stated)	·	-21	3	·	-5	6	-12	0
CS(=O)(=O)c1ccc(C(=O)NCC2(N3CCOCC3)CCCCC2)cc1	-6	13	-1	0	0	3	-12	-4
Cc1ccc(S(=O)(=O)c2nc(Nc3ccccc3N3CCOCC3)sc2Cl)cc1	·	·	5	4	·	2	0	·
COc1cc(NC(=O)CCn2c(=O)[nH]c3ccsc3c2=O)cc(OC)c1	·	·	-6	-1	3	2	9	·
CC1=C(C(=O)Nc2ccccc2C(=O)NCCCOC(C)C)SCCO1	4	-15	·	0	1	·	-18	-1
Cc1cc(C)c(C(=O)CN2C(=O)NC3(CCCCCC3)C2=O)cc1C	-27	-63	1	·	2	-10	·	2
COc1ccc(CNC(=O)C[C@H]2C=C[C@H](NC(=O)CN(C)C)[C@@H](CO)O2)cc1	11	-13	·	1	·	8	15	-1
Cc1cc(=O)[nH]c(SCc2cc(=O)n3nc(C)sc3n2)n1	5	3	3	-2	-6	-6	-17	0
Cn1c(=O)c(C(=O)c2ccccc2)c(O)c2ccccc21	-2	-12	5	2	-2	-2	-2	-1
O=C(C1CCN(C2CCN(Cc3ccc4c(c3)CCO4)CC2)CC1)N1CCOCC1	11	0	-1	2	5	9	10	-13
CC1=CC2=NC(=O)C(c3ccccc3)C(=O)N2C=C1 (configuration not stated)	-14	-23	·	-1	8	-2	-18	-2
O=C(Nc1cccc(S(=O)(=O)NC2=NCCC2)c1)c1ccc(F)cc1	12	5	-1	0	4	4	-8	-1
CCCCC1=CC2=C(c3ccco3)C(=O)C(C)(OC(=O)c3ccc(OC)cc3)C(=O)C2=CN1Cc1ccccc1 (configuration not stated)	2	-13	·	-5	-5	·	5	·
O=C(CN1c2cccc3cccc(c23)S1(=O)=O)Nc1ccc(F)c(F)c1F	7	·	8	-2	3	-2	28	0
COc1ccc(CN2C[C@H](C)[C@H](OC)CN(C)C(=O)c3cc(NC(=O)C4CC4)ccc3OC[C@@H]2C)cc1	1	·	·	·	1	-10	-13	·
CCC(=O)N1C[C@H]2[C@@H](c3ccccc31)[C@H](CO)N2C(=O)CC	11	-13	7[16.7 µM]	-3	·	16	4	-3
Cc1ccc(S(=O)(=O)N(C)C[C@H]2Oc3c(NC(=O)C4CC4)cccc3C(=O)N([C@H](C)CO)C[C@H]2C)cc1	1	6	-3[16.7 µM]	0	1	4	8	0
CC(C)(C)[S@@](=O)N1Cc2cc(C(=O)NCCN3CCCCC3)nc(-c3cccc(-c4cccc(C#N)c4)c3)c2[C@H]1CCO	-6	-1	·	-11	5	-9	5	-26
COc1ccccc1N1CCN(C(=O)c2cc(-c3ccc(F)cc3)on2)CC1	3	11	·	7	12	·	4	1
Cc1ccc2c(c1)N(CC(=O)NC1CCCCC1C)C(=O)CO2 (configuration not stated)	·	·	-2	2	-3	-5	·	·
O=C(Nc1ccccc1F)N[C@@H]1CC[C@H](CCNC(=O)C2CCCCC2)O[C@@H]1CO	2	-8	-2[16.7 µM]	6	-5	-30	4	0
CC1CCN(S(=O)(=O)c2cc(C(=O)N3CCN(c4ncccn4)CC3)ccc2Br)CC1	·	12	-5	0	-3	-5	1	·
C[C@H](CO)N1C[C@H](C)[C@H](CN(C)C(=O)Nc2ccc(F)cc2)Oc2ccc(NS(=O)(=O)c3cn(C)cn3)cc2C1=O	-12	3	4[16.7 µM]	·	·	-17	7	·
Cc1cccc(NC(=O)CSc2nnc(CNC(=O)c3ccc(S(=O)(=O)N(C)C)cc3)n2-c2cccc(C)c2)c1	·	0	-6	1	5	·	-6	·
O=C(C[C@@H]1CC[C@H](NC(=O)c2cccnc2)[C@@H](CO)O1)NCc1ccc(Cl)c(Cl)c1	0	5	-12[16.7 µM]	-2	-12	-4	5	0
CN(C)C(=O)N1CCc2ccc([N+](=O)[O-])cc21	4	0	·	3	3	·	-13	0
C=C(C)c1cccc(C(C)(C)NC(=O)NC(c2ccccc2)c2ccc(OC)cc2)c1 (configuration not stated)	-2	-1	·	·	10	·	-8	0
CO[C@@H]1CN(C)C(=O)c2ccc(NC(=O)NC3CCCCC3)cc2OC[C@@H](C)N(CC2CCOCC2)C[C@H]1C	-7	2	·	1	-5	3	7	·
CC(C)NC(=O)N1[C@@H](C#N)[C@H](c2ccc(C#CC3CC3)cc2)[C@@H]1CO	-11	-3	·	-1	9	-17	9	1
Fc1ccccc1CNCc1ccc2c(c1)OCO2	-28	-36	1	1	14	·	-16	0
COc1ccccc1/C=N/NC(=O)c1cccc(NC(=O)c2ccccc2Cl)c1	5	-6	·	·	-7	0	9	-6
CCCCC(=O)Nc1ccc(NC(=O)c2ccccc2OC)cn1	·	-15	1	1	6	7	·	·
COc1ccc(NC(=O)C(c2ccccc2F)n2c(=O)c(-c3ccco3)nc3ccccc32)cc1 (configuration not stated)	7	8	·	·	1	·	-8	-1
CSCCC(NC(=O)COc1ccccc1)C(=O)N1CCN(c2ccccc2)CC1 (configuration not stated)	-4	-8	61	1	4	-3	5	1
Cc1ccccc1S(=O)(=O)Cc1ccc(C(=O)NC2CCC(C)CC2)o1 (configuration not stated)	-3	-6	-8	-3	0	·	3	-3
CCCCCCCCOc1ccc(C(=O)O)cc1	-4	·	-7	9	·	-19	-9	1
CCCCn1c(N)c(N(CC)C(=O)c2ccco2)c(=O)[nH]c1=O	-4	-6	3	0	3	-4	-7	4
COc1ccc(OC)c(CN2CCCC(CO)C2)c1 (configuration not stated)	9	·	·	7	·	-6	6	-2
Cc1ccccc1N1CCN(c2ccccc2NC(=O)/C=C\C(=O)O)CC1	8	6	61	1	0	·	-1	9
